Lipid storage S3 – qHTS Assay for Lipid Storage Modulators in Drosophila S3 Cells. Drosophila S3 cells, BODIPY lipid droplet fluorescence, 18-24 h; cells fed with added oleic acid. Potency in µM for hits, for the others lipid storage change, negative = inhibition, % at the top dose, mostly 46.1 µM. 320,000 compounds, 0.64% hits. AID 2685; active = well fitted inhibition curve with a large enough effect in the signal ratio, with a control signal flat, not every such curve was filed as active; inconclusive = small, poorly fitted or top-dose-only effect, or effect the other way, or a change in a side signal; the % refers to the signal ratio
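Drosophila S3 cells loaded with oleic acid (400 uM, as added) and compounds at several concentrations; lipid droplets imaged by 488-nm laser-scanning cytometry, 500–530 nm intensity and object ratio to cell channel. Percent activity normalized to 20 uM Triacsin C.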
Lipid storage S3 cell count max – recorded beside Lipid storage S3, whose call it bears; cell number change, %; measured here: cell count max response;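 cells counted by Cell Tracker Red CMTPX staining in the red channel; peak over a dose series mostly up to 46.1 µM; percent activity relative to internal control wells on each plate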
Active calls of the source: *; i = inactive; ? = inconclusive; . = not tested or not shown. % is scaled to controls: 0 for no effect and ±100 for the full control effect; potency is read from the fitted curve at half-maximal effect. The list is partial; the hit share may differ from the screen's.

mol,Lipid storage S3,Lipid storage S3 cell count max
Cc1ccccc1-c1cc(C(=O)NCc2cccs2)nn1CC1CC(c2cccc([N+](=O)[O-])c2)=NO1 (stereo unspecified),14%,26
CCC(C)NC(=S)Nc1ccccc1OC (stereo unspecified),?,.
Cc1ccc2[nH]c(=O)c(CN(CCCO)S(=O)(=O)c3cccc4nsnc34)cc2c1,?,.
O=C(CSc1ccc(Cl)cc1)NC(=O)c1ccccc1,?,.
CCOC(=O)c1ccc(NC(=O)c2ccc(CN3CCc4ccccc4C3)cc2)cc1,?,.
CCOC(=O)C1CCC(CNCc2ccc(Cl)cc2)CC1 (stereo unspecified),?,.
CC(C)Nc1nc(N)c(C(=O)C23CC4CC(CC(C4)C2)C3)s1,3%,-15
C=CCSc1nnnn1-c1ccc(OC)cc1,?,.
O=C(CC(=O)NC1CCCCC1)N/N=C/c1ccccc1[N+](=O)[O-],?,.
N#Cc1c(SCC(=O)Nc2ccc(C(F)(F)F)cc2)sc2c(O)cc(=O)[nH]c12,?,.
CC(C)(C)NC(=O)CN(C(=O)C(=O)Nc1ccc2c(c1)OCCO2)C(C)(C)C,-1%,-1
O=C(N/C(=C\c1ccccc1)C(=O)N1CCOCC1)c1ccc(Br)o1,?,.

Other entries.
mol,Lipid storage S3,Lipid storage S3 cell count max
COC(=O)C1CCN(C(=O)Nc2ccc(OC)cc2)CC1,3%,15
Cc1ccc(S(=O)(=O)N2CCCN(S(=O)(=O)C3CCS(=O)(=O)C3)CC2)cc1 (stereo unspecified),?,.
C=CCn1c(Cc2cccs2)nnc1SCC(=O)c1ccc(F)cc1,14%,5
COCC(C)NC(=O)c1cc(OC)cc(OC)c1 (stereo unspecified),?,.
C=C(C)CN1CCN(c2ccc(N3C(=O)CCCC3=O)cc2[N+](=O)[O-])CC1,?,.
CC(C)c1ccccc1OCC(O)CN(CC(O)COc1cccc2ccccc12)C(C)C (stereo unspecified),?,.
Cn1nc(C(=O)NCCCN2CCCCC2)c2c1-c1ccccc1SC2,?,.
CCc1sc(N(C(=O)Cc2ccccc2)c2cccc(F)c2)nc1-c1ccc(C)cc1,-6%,-2
COc1ccc(CCN(Cc2cc3cc(C)cc(C)c3nc2Cl)C(=O)C2CC2)cc1,?,.
CC(=O)OCC(CCn1cnc2cnc(N)nc21)COC(C)=O,0%,8
O=[N+]([O-])c1cccc(S(=O)(=O)NCCc2ccccc2)c1,i,-15
COC(=O)c1cccc(CSc2nnc(-c3ccco3)n2-c2ccccc2)c1,13%,-1

Further entries follow.
mol,Lipid storage S3,Lipid storage S3 cell count max
Cc1ccccc1-n1ncc2c1CC(C)(C)CC2NC(=O)C1=CC(=O)CC(C)(C)O1 (stereo unspecified),-3%,13
CCCCn1c(N)c(N(CCC(C)C)C(=O)c2cc(-c3ccco3)nc3ccccc23)c(=O)[nH]c1=O,?,.
Cc1cccc(NC(=O)c2ccc(C(=O)c3ccccc3)o2)c1,?,.
COc1ccc(OC)c(C2=Nn3c(nnc3-c3cc(OC)c(OC)c(OC)c3)SC2)c1,-4%,-26
Cc1cccc([C@@H]2[C@@H]3C(=O)N(Cc4ccccc4)C(=O)[C@@H]3[C@]3(Cc4ccc(Cl)cc4)C(=O)N(c4cccc(Br)c4)C(=O)N23)c1,?,.
COc1cccc(OCCN2CCN(c3ncnc4c3cnn4-c3ccccc3)CC2)c1,?,.
O=C(Nc1nc2c(s1)CN(Cc1ccccc1)CC2)C1CCCC1,-8%,28
O=C(COC(=O)Cn1[nH]c(=O)c2ccccc2c1=O)NNC(=O)c1ccccc1,?,.
CCOC(=O)Cc1csc(NC(=O)Cn2cnc3c2c(=O)n(C)c(=O)n3C)n1,i,-3
Cc1ccc(CC2SC(N)=NC2=O)cc1 (stereo unspecified),-8%,-7
Cc1ccc(C)c2[nH]c(=O)c(CCNC(=O)c3ccc(S(=O)(=O)N(C)C)cc3)cc12,?,.
O=C(CCc1nnc2ccc(NCc3ccco3)nn12)Nc1ccccc1F,?,.

Next section
mol,Lipid storage S3,Lipid storage S3 cell count max
Cc1nnsc1NC(=O)OCc1ccc(Cl)cc1Cl,?,.
CN(C(=O)c1ccc2c(=O)n3c(nc2c1)CCCCC3)c1cccc(Cl)c1,?,.
COc1cc(/C=N/NC(=O)c2ccccn2)ccc1OC(=O)c1ccc(Br)cc1,-20%,9
O=C(COc1ccccc1F)Nc1ccc(S(=O)(=O)Nc2nccs2)cc1,?,.
Cn1c(=O)c2c(ncn2Cc2ccccc2)n(C)c1=O,12%,-10
Cc1ccc(CN2CCC(=O)N2)cc1,2%,17
CN1CCN(CCCCOc2ccccc2C=O)CC1,?,.
O=C(c1cccc(NS(=O)(=O)c2ccccc2)c1)N1CCCC1,i,-1
COc1ccc(Nc2c3c(nc4ccccc24)CCC3)cc1,5%,21
COc1ccc(CCC(C)NC2CCCCCCC2)cc1 (stereo unspecified),i,20
Cc1ccc(SCCN2CCC(C(C)(C)C)CCC2=O)cc1 (stereo unspecified),?,.
CCOc1ccccc1NC(=O)COC(=O)c1ccccc1SCC(=O)N1CCCC1,?,.

Later entries
mol,Lipid storage S3,Lipid storage S3 cell count max
Cc1cc(N)n2ncc(-c3ccccc3)c2n1,0%,6
CCCCOc1cccc(C(=O)Nc2ccc(S(=O)(=O)Nc3nnc(CC)s3)cc2)c1,4%,-13
O=C(Nc1ccc(Cl)cc1)N1CCSCC1,?,.
CS(=O)(=O)c1ccc(Cl)c(NC(=O)COC(=O)Cc2c[nH]c3ccccc23)c1,?,.
Cc1ccc(NC(=S)N(CCN2CCOCC2)Cc2cc3cc4c(cc3[nH]c2=O)OCO4)cc1,?,.
CCN(CC(=O)Nc1cc(Cl)ccc1C)C(=O)COc1cccc2c1OC(C)(C)C2,-16%,0
CN1/C(=C\C=N\NC(=O)c2ccc(O)cc2)C(C)(C)c2ccccc21,2.3µM*,-19*
C/C(=N\Nc1nncc2ccccc12)c1ccc(O)cc1,i,10
Cc1nn(CC(=O)Nc2ccc(Cl)cn2)c(C)c1[N+](=O)[O-],?,.
Cc1ccc(S(=O)(=O)N2CCN(C(=O)c3cc4c(C)nn(-c5ccccc5)c4s3)CC2)cc1,?,.
COc1ccc(CCn2c(N3CCN(Cc4ccccc4)CC3)nc3c2c(=O)[nH]c(=O)n3C)cc1,?,.
Cc1ccccc1NC(=O)NNC(=O)COc1ccc2ccccc2c1,?,.

Next part
Values run as follows: Lipid storage S3, Lipid storage S3 cell count max
Cc1ccccc1C(=O)Nc1ccccc1C(=O)NCc1ccccc1
 : -1%, .
CC(C)OC(=O)c1cc(C(=O)c2cc(Br)ccc2O)coc1=N
 : -3%, 4
CCCCn1c(N)c(N(CCOC)C(=O)c2c(C)noc2C)c(=O)[nH]c1=O
 : ?, .
O=C1/C(=C/c2cccs2)SC(=S)N1c1cccc(O)c1
 : -6%, -23
CCOC(=O)N1CCC(NC(=O)c2cc(C(=O)Nc3ccc(S(=O)(=O)N4CCCCC4)cc3)ccc2CO)CC1
 : -1%, 4
CCOC(=O)c1c(NC(=O)c2cccc(N3C(=O)CCC3=O)c2)sc(C)c1C
 : ?, .
O=C(NC1CCCCC1)C1CCCN1S(=O)(=O)c1ccc(F)cc1 (stereo unspecified)
 : ?, .
O=C(CSc1nnc2ccc(-c3ccccn3)nn12)Nc1ccccc1
 : ?, .
CCCOc1ccc(-c2c(=O)n(O)c3ccccc3[n+]2[O-])cc1
 : ?, .
O=C(NCc1ccccn1)c1ccc(CNS(=O)(=O)c2cccc(C(F)(F)F)c2)cc1
 : 3%, 6
Cc1nc2sc(C(c3ccccc3)N3CCOCC3)c(O)n2n1 (stereo unspecified)
 : -3%, -3
COc1ccc(N2CCN(C(=O)c3cccc(NC4=NC5CS(=O)(=O)CC5S4)c3)CC2)cc1 (stereo unspecified)
 : -7%, .
O=C1/C(=C\c2ccco2)SC(=S)N1Cc1ccccc1
 : ?, .
COc1cc(NC(=O)c2cccnc2)c(Cl)cc1NC(=O)c1ccc(Cl)cc1
 : 12%, 15
CC(C)NC(=S)N/N=C/c1ccc2c(c1)OCCO2
 : ?, .

Reprinted at random: 4 records from the list.
Values run as follows: Lipid storage S3, Lipid storage S3 cell count max
CCCCn1c(N)c(N(CCOC)C(=O)c2c(C)noc2C)c(=O)[nH]c1=O
 : ?, .
O=C(NCc1ccccn1)c1ccc(CNS(=O)(=O)c2cccc(C(F)(F)F)c2)cc1
 : 3%, 6
CCCOc1ccc(-c2c(=O)n(O)c3ccccc3[n+]2[O-])cc1
 : ?, .
O=C(NC1CCCCC1)C1CCCN1S(=O)(=O)c1ccc(F)cc1 (stereo unspecified)
 : ?, .

Additional entries:
Values run as follows: Lipid storage S3, Lipid storage S3 cell count max
Cc1c(C)n2c(SCC(=O)N3CCCCC3)nnc2[nH]c1=O
 : ?, .
Cc1csc(SCC(=O)NCc2ccccc2Cl)n1
 : -12%, -3
C[C@H](NC(=O)c1nc[nH]c1C(=O)N[C@@H](C)C(=O)OC(C)(C)C)C(=O)OCc1ccccc1
 : -9%, 1
COc1ccc(COC(=O)c2ccc(S(=O)(=O)N3CCC(C)CC3)cc2)cc1
 : i, 12
Cc1cc[n+](CC(=O)c2cccs2)cc1
 : ?, .
CCOc1ccc(CCNC(=O)COC(=O)c2cc(=O)[nH]c3ccccc23)cc1OCC
 : ?, .
Cc1ccc(C(=O)CSc2ncn[nH]2)cc1
 : ?, .
Nc1nc(SCC(=O)NCCO)nc2sc3c(c12)CCCC3
 : ?, .
O=C(COC(=O)CNC(=O)c1ccco1)Nc1ccccc1OC(F)F
 : ?, .
CCOc1cc(/C=C2\SC(=N)N(c3nonc3N)C2=O)ccc1OCC(N)=O
 : -17%, 1
Cc1ccc(NS(=O)(=O)c2ccc(Br)s2)cc1S(=O)(=O)N1CCOCC1
 : ?, .
Cc1ccc(Nc2nnc(SC3CCOC3=O)s2)cc1 (stereo unspecified)
 : 3%, 4
O=C(CCN1C(=O)/C(=C\c2cccs2)SC1=S)NC1=NCCS1
 : ?, .
CCOC(=O)C1CCN(C(=O)c2ccc(OC3CCN(C(=O)CCOC)CC3)cc2)CC1
 : -21%, -11
COC(CNC(=O)C1CC(=O)N(CCc2ccccc2)C1)OC (stereo unspecified)
 : ?, .

Carrying on.
Values run as follows: Lipid storage S3, Lipid storage S3 cell count max
CCOC(=O)COc1ccc2cc(C(=O)OCC)c(=O)oc2c1
 : ?, .
CCOC(=O)NNC(=O)CCn1c2c(c3ccccc31)CCCC2
 : -5%, -23
Cc1cc(=O)oc2cc(OCCCC[n+]3ccccc3)ccc12
 : 10%, 21
COc1ccc(N(CC(=O)NCCc2ccccc2)C(=O)c2csnn2)cc1
 : ?, .
CCOC(=O)c1ccc(OC)c(OC)c1Cl
 : 2%, 5
O=C(CN1C(=O)C2C3C=CC(C3)C2C1=O)Nc1ccc2c(c1)OCCO2 (stereo unspecified)
 : ?, .
CCCNC(=O)C/C(C)=N/NC(=O)COc1ccc(C)cc1Br
 : ?, .
O=C(Nc1cc(S(=O)(=O)N2CCCC2)ccc1Cl)C1=COCCO1
 : ?, .
Cc1ccc(NC(NC(=O)Cc2ccccc2)C(Cl)(Cl)Cl)cc1 (stereo unspecified)
 : -14%, -7
COc1cccc2c(=O)n(CC(=O)N3CCc4ccccc43)ccc12
 : 17%, 16
CC(c1ccon1)N(C)Cc1cn(C)nc1-c1cccc(Cl)c1 (stereo unspecified)
 : 0%, 2
CCOc1ccccc1OCCC(=O)N1CCN(S(=O)(=O)c2ccccc2[N+](=O)[O-])CC1
 : ?, .
CC(=O)Nc1ccc(NC(=O)CCCCCN2C(=O)c3ccccc3C2=O)cc1
 : ?, .
COc1ccc2c(c1)c(=O)oc1cc(OCC(=O)N3CCCC(C)C3)ccc12 (stereo unspecified)
 : ?, .
N#Cc1ccccc1OCC(=O)OCC(=O)c1c[nH]c2ccccc12
 : ?, .

Copied from the entries so far, 5 compounds:
Values run as follows: Lipid storage S3, Lipid storage S3 cell count max
CCOC(=O)COc1ccc2cc(C(=O)OCC)c(=O)oc2c1
 : ?, .
CCOC(=O)NNC(=O)CCn1c2c(c3ccccc31)CCCC2
 : -5%, -23
Cc1cc(=O)oc2cc(OCCCC[n+]3ccccc3)ccc12
 : 10%, 21
COc1ccc(N(CC(=O)NCCc2ccccc2)C(=O)c2csnn2)cc1
 : ?, .
CCOC(=O)c1ccc(OC)c(OC)c1Cl
 : 2%, 5

Additional compounds
Values run as follows: Lipid storage S3, Lipid storage S3 cell count max
CC(NC(=O)/C(C#N)=C/c1ccc([N+](=O)[O-])o1)c1ccccc1 (stereo unspecified)
 : ?, .
COc1cc(NC(=O)c2ccccc2Cl)c(OC)cc1NC(=O)CN1CCOCC1
 : ?, .
O=C(CN1C(=O)c2ccccc2C1=O)Oc1ccc(Cl)cc1
 : ?, .
CC(=O)Nc1ccc(S(=O)(=O)N2C(=O)c3cccc4cccc2c34)cc1
 : 1%, 11
O=C(O)c1c(-c2ccccc2)oc2ccc(O)cc12
 : 14%, 4
COc1ccc(OC)c(NC(=O)c2oc3c(c2C)C(O)CC(C)(C)C3)c1 (stereo unspecified)
 : ?, .
Cc1cccc(C(=O)NCc2nnc(SCC(=O)Nc3nnc(C)s3)n2C)c1
 : ?, .
CCc1nnc(NC(=O)c2sc3nc4c(cc3c2N)CCCCCC4)s1
 : ?, .
CC1=C(C(=O)NCc2ccccc2)C(c2ccc(C)o2)n2ncnc2N1 (stereo unspecified)
 : ?, .
Nc1ccc(O)cc1C(=O)OCC(=O)c1ccc(C2CCCCC2)cc1
 : -1%, -26
COc1ccc(/C=C(/NC(=O)c2cccs2)C(=O)NC(C)(C)C)cc1OC
 : i, -21
COCCOC(=O)c1cc(C(=O)c2cc(Cl)ccc2O)coc1=N
 : 6%, .
CCOC(=O)C(=O)Nc1ccccc1C(=O)OCC
 : 1%, -2

High-throughput results (PubChem)
